SENP8 block-1: inhibitors of human SENP8 protease. recombinant SENP8, Nedd8 substrate fluorescence. inhibition, % at 20 µM. 360,000 compounds, 0.64% hits. AID 602440; in the data active = inhibition mostly above about 40%, no sharp cut-off; inactive = mostly below about 27%
PfGluPho inh: PfG6PD (Plasmodium falciparum) enzyme inhibition; PfGluPho enzyme, NADPH resazurin-diaphorase fluorescence; inhibition, % at 20 µM; 350,000 compounds, 0.78% hits; AID 504690;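 active = inhibition reaching at least a set limit at 20 µM in the primary screen, cut at about 59% in these data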;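 also: 0% = DMSO wells with substrate and 100% = DMSO wells lacking glucose-6-phosphate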
HKDC1 inh: blocks human hexokinase HKDC1 activity. Q2TB90. recombinant HKDC1, G6PDH/diaphorase resazurin coupled fluorescence. 340,000 compounds, 0.16% hits. inhibition, % at 20 µM. AID 493160;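 active = inhibition above about 35% when tested at 20 µM, limit read from the data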;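 also: plate controls were DMSO wells with enzyme for no effect and DMSO wells lacking enzyme for full effect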
Target sequence (Q2TB90 whole entry, looked up): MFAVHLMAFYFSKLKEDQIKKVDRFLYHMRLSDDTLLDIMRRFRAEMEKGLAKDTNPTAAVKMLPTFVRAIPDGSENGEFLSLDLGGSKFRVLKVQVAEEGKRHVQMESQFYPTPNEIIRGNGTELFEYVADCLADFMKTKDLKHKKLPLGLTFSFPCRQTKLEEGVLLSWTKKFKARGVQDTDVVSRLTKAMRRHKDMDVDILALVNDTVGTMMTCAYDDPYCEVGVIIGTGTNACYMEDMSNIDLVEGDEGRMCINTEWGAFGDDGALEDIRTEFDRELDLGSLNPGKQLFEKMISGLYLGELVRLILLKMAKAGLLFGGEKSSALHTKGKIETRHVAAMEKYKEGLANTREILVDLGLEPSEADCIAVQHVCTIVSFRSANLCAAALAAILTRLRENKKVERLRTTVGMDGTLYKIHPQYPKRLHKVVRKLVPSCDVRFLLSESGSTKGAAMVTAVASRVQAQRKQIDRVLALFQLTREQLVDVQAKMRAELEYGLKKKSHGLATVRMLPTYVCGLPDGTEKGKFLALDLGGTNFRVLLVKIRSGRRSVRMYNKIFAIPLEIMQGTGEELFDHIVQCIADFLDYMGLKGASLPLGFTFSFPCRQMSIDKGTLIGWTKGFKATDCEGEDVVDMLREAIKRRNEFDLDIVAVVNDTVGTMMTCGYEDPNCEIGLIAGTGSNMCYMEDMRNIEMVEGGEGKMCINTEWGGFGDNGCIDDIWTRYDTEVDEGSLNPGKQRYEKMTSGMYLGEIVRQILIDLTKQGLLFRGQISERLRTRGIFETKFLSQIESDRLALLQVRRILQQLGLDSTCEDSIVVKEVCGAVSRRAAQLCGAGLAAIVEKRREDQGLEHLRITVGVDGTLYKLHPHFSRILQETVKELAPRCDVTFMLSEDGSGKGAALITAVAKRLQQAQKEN
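Material: recombinant HKDC1 hexokinase; Amount: HKDC1 at 5 µg/mL; Medium: Tris pH 8.0 buffer with MgCl2, Tween-20, BSA, BME; Schedule: 90 min reaction incubation at room temperature, dark; Technique: coupled resazurin fluorescence, excitation 525 nm, emission 613 nm.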
SENP1 inh: SENP1 (human) catalytic domain inhibition; recombinant SENP1 catalytic domain, CyPet-SUMO1-YPet FRET cleavage; inhibition, % at 10 µM; 360,000 compounds, 0.21% hits; AID 624204;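 active = inhibition at least 30% at 10 µM, raw YFP signal under a set limit, fluorescence ratio 0.5 to 1.5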;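 also: 0% = enzyme with DMSO and 100% = no enzyme wells; some results filed as inactive read as strong as hits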
Target sequence (Q9P0U3 419-644 limits assumed): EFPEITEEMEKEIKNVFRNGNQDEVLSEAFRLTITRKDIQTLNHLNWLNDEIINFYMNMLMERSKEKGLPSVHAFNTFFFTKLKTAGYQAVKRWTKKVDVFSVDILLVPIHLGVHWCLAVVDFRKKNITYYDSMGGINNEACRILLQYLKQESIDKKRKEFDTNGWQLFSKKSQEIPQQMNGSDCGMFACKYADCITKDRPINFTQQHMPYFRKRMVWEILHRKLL
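material = recombinant human SENP1 catalytic domain, His6-tagged | quantity = 20 pM enzyme | reagent = 25 nM SUMO1 FRET substrate | compound dosing = 10 µM single point, 0.5% DMSO | timing = 50 min enzyme reaction, room temperature, light-protected | detection = FRET, CFP and YFP emission | control set = no-enzyme low, enzyme-DMSO high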
SENP8 block-2: SENP8 protease inhibition | inhibition, % at 10 µM | AID 2540 | 330,000 compounds, 1.2% hits | Q96LD8 | purified SENP8, Z-RLRGG-aminoluciferin cleavage, luminescence; in the data active = inhibition above about 50%
SENP6 block: blocks the human protease SENP6; inhibition, % at 10 µM; Recombinant SENP6 catalytic domain, aminoluciferin luminescence; 330,000 compounds, 1.8% hits;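 active = inhibition above about 50% at the single tested dose, limit read from the data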;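 also: plate controls were DMSO wells with enzyme for no effect and DMSO wells lacking enzyme for full effect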
SENP7 block: inhibitors of human SENP7 protease | recombinant SENP7, Z-RLRGG-aminoluciferin luminescence, 40 min | Q9BQF6 | inhibition, % at 5 µM | 330,000 compounds, 1.5% hits;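 active = inhibition above about 50% at the single test dose, limit read from the data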;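 also: plate controls were DMSO with enzyme for no effect and no enzyme buffer wells for full effect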
Apaf-1 inh: blocks human Apaf-1 apoptosome activity | reconstituted apoptosome caspase-3 activity, DEVD-Rh110 fluorescence | inhibition, % at 20 µM | 330,000 compounds, 0.71% hits | AID 489030; active = inhibition of at least 40% at 20 µM;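 also: plate controls were DMSO wells for no effect and DEVD-CHO caspase inhibitor wells for full effect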
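Material: reconstituted apoptosome with Apaf-1, cytochrome c, caspase-9, procaspase-3, dATP; medium: pH 7.5 Hepes buffer with CHAPS, BSA, DTT; also added: cytochrome c and DEVD-Rh110 substrate; timing: 30 min plus 50 min, RT; signal: Rh110 fluorescence intensity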
* hit, by the source's call; . = no result given.

SMILES	SENP8 block-1	PfGluPho inh	HKDC1 inh	SENP1 inh	SENP8 block-2	SENP6 block	SENP7 block	Apaf-1 inh
Cn1c(SCC(=O)NCc2ccc(F)cc2)nc2ccccc21	33	10	-6	0	3	2	6	0
CCN(CC(=O)Nc1ccc(NC(C)=O)cc1)CC(=O)Nc1cc(C)on1	-16	-2	-6	1	6	10	1	-8
CCOc1ccc(C(C)NC(=S)NC2CCCCC2)cc1 (configuration not stated)	13	-10	-6	2	-2	3	0	0
Cc1ccc(-c2nc3ccccc3o2)cc1NC(=S)NC(=O)/C=C/c1ccco1	-28	-2	-5	0	4	8	-3	5
Cc1nn(-c2ccccc2)c(Cl)c1C1C(C#N)=C(N)OC2=C1C(=O)CCC2 (configuration not stated)	0	-1	-1	-8	-3	-11	-12	4
CC1CN(c2ccc(Oc3ccccc3)cc2)c2nc3c(c(=O)n(CC(N)=O)c(=O)n3C)n2C1 (configuration not stated)	-68	13	-1	-54	4	-3	-2	16
CCC(=O)NC1OC(CO)C(O)C(O)C1O (configuration not stated)	7	-17	-7	0	-6	4	2	-1
On1nnc2ccc(C(F)(F)F)cc21	6	0	-4	0	-3	-10	-1	-3
O=C(/C=C/c1ccccc1Cl)c1ccc[nH]1	14	5	0	0	-22	29	28	8
Cc1[nH]c(C)c(S(=O)(=O)N2CCCCC2C)c1C(=O)N1CCCC1 (configuration not stated)	-2	-1	-2	1	-4	11	-1	-4
O=C(NCc1cccs1)C1CCC(=O)N1C1CCCCC1 (configuration not stated)	9	4	11	2	0	9	2	-5
COc1ccccc1NC(=O)N(Cc1cc2cc(OC)c(OC)cc2[nH]c1=O)CC1CCCO1 (configuration not stated)	-426	-2	-2	-2	3	0	8	7
CCOc1cccc(C(=O)N(Cc2cccc(F)c2)C2CCS(=O)(=O)C2)c1 (configuration not stated)	8	7	2	-1	2	-20	0	-6
COc1ccc(NC(=O)c2ccc3ncsc3c2)c2ccccc12	7	3	-1	-1	-5	4	-3	2
O=[N+]([O-])c1cc(/C=N\Nc2nc(-c3ccccc3)cs2)ccc1O	20	31	3	3	-1	3	-3	13
CC1CC(C)CN(CC(C)(C)NS(=O)(=O)c2ccccc2)C1 (configuration not stated)	14	-16	-7	3	2	-15	-7	-18
CCc1ccc2oc(C(=O)N3CCN(c4ccc(OC)cc4)CC3)cc(=O)c2c1	21	3	2	3	0	7	6	12
CCOC(=O)C(C)(C)N(Cc1ccccc1C)S(=O)(=O)c1ccc(Cl)c([N+](=O)[O-])c1	24	-4	-2	1	2	-4	2	16
CC(C)(C)S(=O)(=O)c1cnc(-c2cnccn2)nc1N	8	2	2	-1	-7	-18	13	-8
CC(=O)c1ccc(NC(=O)CSc2nc(N3CCOCC3)nc(N3CCOCC3)n2)cc1	0	13	2	-1	-4	-5	-4	5
CCCCn1c(N)c(N(CCC(C)C)C(=O)COC(=O)c2cccnc2OCC)c(=O)[nH]c1=O	2	5	-5	-2	-2	-5	7	-8
CCC(C)[C@H](NC(=O)C1CC(=O)N(c2ccc(OC)cc2)C1)C(=O)NC1CCCC1 (some centres not stated)	22	-5	-2	1	8	11	-4	2
Cc1cccc(NC(=O)CNC(=O)c2cccc(-n3cccc3)c2)c1C	-3	-13	17	0	-6	-31	9	12
Cn1c(CNC(=O)c2ccccc2F)nnc1SCC(=O)c1ccccc1	7	6	-8	1	-8	1	-5	1
O=C(Nc1nnc(-c2ccc(F)cc2)o1)c1ccco1	-18	3	-4	-1	-7	-8	-8	14

Random excerpt: two compounds from above, in no set order.
SMILES	SENP8 block-1	PfGluPho inh	HKDC1 inh	SENP1 inh	SENP8 block-2	SENP6 block	SENP7 block	Apaf-1 inh
O=C(Nc1nnc(-c2ccc(F)cc2)o1)c1ccco1	-18	3	-4	-1	-7	-8	-8	14
CCC(=O)NC1OC(CO)C(O)C(O)C1O (configuration not stated)	7	-17	-7	0	-6	4	2	-1

Continued.
SMILES	SENP8 block-1	PfGluPho inh	HKDC1 inh	SENP1 inh	SENP8 block-2	SENP6 block	SENP7 block	Apaf-1 inh
COc1ccc(C(CCN2CCOCC2)c2c(O)cc(OC)cc2OC)cc1 (configuration not stated)	11	9	-7	-1	-8	-15	-7	5
Cc1nc(C(=O)N2CCCC(N3CCN(c4ccccc4C)CC3)C2)cs1 (configuration not stated)	11	0	-3	0	-6	-4	4	-9
CCOc1cc(/C=C/C(=O)c2ccc(C)cc2)ccc1OCC(=O)N(C)C	-37	4	8	-7	-4	-1	5	-3
O=C(NCCc1nnc2ccc(NCc3ccc(Cl)cc3)nn12)c1ccccc1	-19	-3	4	1	-5	-21	8	-5
Cc1cc(N2CCCCC2C)nc(-c2ccccc2O)n1 (configuration not stated)	-444	4	-5	-8	-5	-22	0	-2
COc1ccc(CCN(C)C2CC(=O)N(c3ccccc3)C2=O)cc1OC (configuration not stated)	11	3	-4	4	0	12	4	-7
Cc1cc(C)nc(-n2nc(C)c(Oc3ccccc3O)c2C)n1	12	-2	2	0	-3	-2	9	2
O=C(CC1CCCCC1)NCCOc1ccccc1	2	4	-8	2	3	-13	3	7
CCCn1cnc2cc(NC(=O)c3ccco3)ccc21	0	1	1	0	3	-3	-5	1
Cc1ccc2nc(-c3ccc(-c4ccccn4)s3)cn2c1	-430	65*	3	-8	-6	7	1	0
COc1ccc2oc3cc(C)[n+]([O-])c(-c4ccc(Br)cc4)c3c2c1	-105	-12	7	-6	-17	1	-3	3
O=C(O)c1cccc(Nc2nc(N3CCOCC3)nc(N3CCOCC3)n2)c1	16	3	-10	0	2	2	0	-11
CCN1CCCC1CNCc1ccccc1OCc1ccc(F)cc1 (configuration not stated)	20	-3	-18	-1	4	4	10	-3
Cc1sc2c(c1C)CN(C(C)(C)C)CN2C(=O)c1ccccc1	-31	-5	-7	7	7	30	1	4
COc1ccc([N+](=O)[O-])cc1NC(=O)C(C)OC(=O)/C=C/c1ccco1 (configuration not stated)	21	4	-24	2	-8	-17	-8	3
O=C(NCC(=O)N1CCN(c2ccccc2)CC1)c1cccs1	18	-15	3	2	-14	-13	9	-1
Cc1cc(C)c(S(=O)(=O)N2CCCOC2CNC(=O)C(=O)NCc2ccccn2)c(C)c1 (configuration not stated)	6	-2	-9	2	5	3	-5	-7
OC(COc1ccccc1)CN1CCN(c2ncccn2)CC1 (configuration not stated)	17	-5	-1	-2	-10	-17	-10	1
CNc1ccccc1NC(=O)C1CCCN1C(=O)OCc1ccccc1 (configuration not stated)	8	-8	-3	-2	6	-12	-14	-20
COc1ccc(C(=O)c2ccccc2CN2C(=O)c3ccccc3C2=O)cc1	22	7	-4	0	.	.	.	.
Cc1oc2c(c1C(=O)NC(Cc1c[nH]c3ccccc13)C(=O)O)CCCC2 (configuration not stated)	-5	-3	6	-4	-5	-11	-9	5
CC(C)(C)n1nnnc1C(c1cccc(C#N)c1)N1CCC(Cc2ccccc2)CC1 (configuration not stated)	15	-2	3	0	-4	1	-7	-5
Nc1ncnc2c1ncn2[C@@H]1O[C@H](CNCc2c(OCc3ccccc3F)ccc3ccccc23)[C@@H](O)[C@H]1O	12	3	0	-1	0	-23	-7	-3
CCOc1cc(N2CCOCC2)c(OCC)cc1NC(=O)CN1C(=O)NC(Cc2ccccc2)C1=O (configuration not stated)	26	-17	7	3	-3	-5	14	-1
CCOc1ccc(OCCn2c(S(=O)(=O)O)nc3c(N)ncnc32)cc1	17	-2	-5	0	5	10	1	2

Arranged by molecular weight (falling): some entries from above
SMILES	SENP8 block-1	PfGluPho inh	HKDC1 inh	SENP1 inh	SENP8 block-2	SENP6 block	SENP7 block	Apaf-1 inh
CCOc1cc(N2CCOCC2)c(OCC)cc1NC(=O)CN1C(=O)NC(Cc2ccccc2)C1=O (configuration not stated)	26	-17	7	3	-3	-5	14	-1
CC(C)(C)n1nnnc1C(c1cccc(C#N)c1)N1CCC(Cc2ccccc2)CC1 (configuration not stated)	15	-2	3	0	-4	1	-7	-5
O=C(NCCc1nnc2ccc(NCc3ccc(Cl)cc3)nn12)c1ccccc1	-19	-3	4	1	-5	-21	8	-5
O=C(O)c1cccc(Nc2nc(N3CCOCC3)nc(N3CCOCC3)n2)c1	16	3	-10	0	2	2	0	-11
CNc1ccccc1NC(=O)C1CCCN1C(=O)OCc1ccccc1 (configuration not stated)	8	-8	-3	-2	6	-12	-14	-20
Cc1cc(C)nc(-n2nc(C)c(Oc3ccccc3O)c2C)n1	12	-2	2	0	-3	-2	9	2
O=C(CC1CCCCC1)NCCOc1ccccc1	2	4	-8	2	3	-13	3	7

Carrying on.
SMILES	SENP8 block-1	PfGluPho inh	HKDC1 inh	SENP1 inh	SENP8 block-2	SENP6 block	SENP7 block	Apaf-1 inh
COc1ccc(OC)c(S(=O)(=O)NCC2CCCO2)c1 (configuration not stated)	11	-13	-5	1	2	-14	-8	-7
COc1cccc(CNC(=O)CCS(=O)(=O)c2ccc3c(c2)CC(C)N3C(=O)C2CC2)c1 (configuration not stated)	13	-2	-6	0	-2	-7	0	-6
Cc1cccc(N2C(=O)C3C4CC(=O)C(c5ccccc54)C3C2=O)c1C (configuration not stated)	5	-10	-8	1	3	8	27	2
Cc1nnsc1C(=O)N/N=C/c1ccccc1	10	-5	-6	2	-11	26	17	4
CCc1ccc2c(c1)c(N=NC1=NC(=O)CS1)c(O)n2C	40*	-17	7	5	3	5	6	3
COc1ccccc1NS(=O)(=O)c1ccc2oc(SC)nc2c1	3	17	-2	1	-3	-25	-13	11
CN(C)CCCN(Cc1ccc2c(c1)OCO2)C(=O)NC1CCCCC1	25	-2	-6	2	9	-24	11	-11
N#CC(=Cc1ccncc1)c1ccccc1	-10	1	-4	3	.	.	.	.
COc1ccc(-c2cc(C(=O)Nc3ccc(C)cc3)no2)cc1	-124	7	13	1	5	-6	3	-21
CN1CCN(S(=O)(=O)c2cccc(C(=O)Oc3ccccc3Cl)c2)CC1	-2	11	-4	-1	0	-7	-2	-12
CCOc1ccc(NS(=O)(=O)c2ccc(C(=O)NCc3ccccn3)cc2)cc1	7	-4	-2	3	0	-12	5	0
Nn1c(=O)c2ccccc2n2c(SCc3ccc(C(F)(F)F)cc3)nnc12	16	27	7	4	0	14	13	21
CC(C)Cc1cc(CN2CCC(CO)(Cc3ccccc3)CC2)[nH]n1	14	10	-2	1	-1	8	4	-4
N#CCSc1nnc(-c2ccc(S(=O)(=O)N3CCOCC3)cc2)n1CC1CCCO1 (configuration not stated)	3	-5	-7	2	-6	-14	-1	2
COc1cc(C(=S)N2CCOCC2)ccc1OS(=O)(=O)c1ccc(Cl)cc1	24	1	3	0	2	14	3	4
COc1ccccc1C1CCN(C(=O)c2ccccc2)CC1	13	-7	-2	-1	8	7	-5	5
CCC(C)c1ccccc1NC(=O)C(C)NCCN(C)C (configuration not stated)	17	16	-6	1	-7	6	-5	-2
Cc1nc(NC(=O)CSc2ccc(-c3nc4ccccc4[nH]3)cn2)sc1C	-246	14	-5	-4	-12	4	-5	-11
Cc1c(Br)c([N+](=O)[O-])nn1CC(=O)Nc1cccc2nonc12	-347	2	4	13	6	16	0	-6
CCC/C=C1/CCCOC(C(=O)NCc2ccccc2)(C(F)(F)F)C1 (configuration not stated)	3	-5	5	0	-7	-2	6	9

Whole records as entered above:
Entry for O=C(NCCc1nnc2ccc(NCc3ccc(Cl)cc3)nn12)c1ccccc1 : SENP8 block-1: -19; PfGluPho inh: -3; HKDC1 inh: 4; SENP1 inh: 1; SENP8 block-2: -5; SENP6 block: -21; SENP7 block: 8; Apaf-1 inh: -5
Entry for Cc1cc(C)nc(-n2nc(C)c(Oc3ccccc3O)c2C)n1 : SENP8 block-1: 12; PfGluPho inh: -2; HKDC1 inh: 2; SENP1 inh: 0; SENP8 block-2: -3; SENP6 block: -2; SENP7 block: 9; Apaf-1 inh: 2

Compound activity from PubChem.
